D2 antagonist = HTS Assay for Allosteric Antagonists of the Human D2 Dopamine Receptor: Primary Screen for Antagonists; HEK293 TREx D2 cells, calcium flux, dopamine EC80; inhibition, % at 10 µM; hit rate 2% among 340,000; in the data active = inhibition above about 30%; also: 0% is about no effect
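Overnight-induced (tetracycline, 30 C) HEK293 T-REx cells carrying force-coupled D2 receive a no-wash calcium dye, then compound, then EC80 dopamine at 180 s; signals are read kinetically throughout.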
RGS4 inhibitor = Inhibitors of Regulator of G Protein Signaling (RGS) 4: qHTS. Regulator of G-protein signaling 4 (Homo sapiens), P49798. Transcreener GDP fluorescence polarization, RGS4-accelerated GTP hydrolysis. Potency, µM (highest dose often 114 µM), for the others: at the top dose activity change, negative = inhibition, usual class: inhibitors. hit rate 0.039% among 390,000. AID 504845, 2011; also: potency is read from the fitted curve at half-maximal effect; % is scaled to controls: 0 for no effect and ±100 for the full control effect; nearly all actives have a fitted effect of over 75% in size; some results filed as inactive show a strong effect at the top dose
Target sequence (P49798 whole entry, looked up): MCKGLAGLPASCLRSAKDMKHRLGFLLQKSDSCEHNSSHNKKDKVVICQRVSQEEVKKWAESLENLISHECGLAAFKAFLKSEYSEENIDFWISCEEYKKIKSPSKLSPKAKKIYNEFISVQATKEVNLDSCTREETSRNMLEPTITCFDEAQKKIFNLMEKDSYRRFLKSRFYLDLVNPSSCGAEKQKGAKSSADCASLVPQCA
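MLSMR compounds (23 nl, pin-transferred) preincubated 10 min at room temperature with a 500nM (2x) first reagent, then RGS4 at 900nM (2x) plus Transcreener GDP mix added; fluorescence polarization (620/688 nm) read before and after 90 min at 30 °C.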
D2 agonist = HTS Assay for Allosteric Agonists of the Human D2 Dopamine Receptor: Primary Screen for Agonists | D(2) dopamine receptor (Homo sapiens), P14416 | HEK293 T-REx D2 cells, calcium flux agonist mode | hit rate 0.53% among 340,000 | activation, % at 2 µM;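 active = activation over 3 SD above normal in the single-dose calcium agonist read, cut at about 30% in these data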; also: 0% is about no effect
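HEK293 Trex D2 cells, tetracycline-induced, o/n 30 C 5% CO2; no-wash Ca dye, RT 30–90 min; 10-cycle baseline, 23 nl cpd added, kinetic Ca read 180 s; agonist hits = positive Ca response.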
ERG Ets-DNA blk = qHTS for Small Molecule Inhibitors of the ERG Ets/DNA interaction | Transcriptional regulator ERG (Homo sapiens), P11308 | fluorescence polarization, His-ERG Ets domain / labelled DNA | Potency, µM (doses to about 76.9 µM), for inactives: at the top dose FP activity, negative = inhibition, hits mostly inhibitors | hit rate 0.028% among 370,000 | AID 624246, 2012; active = well fitted inhibition curve with a large enough effect in the polarisation, with a control signal flat; inconclusive = small, poorly fitted or top-dose-only effect, or effect the other way, or a change in a side signal; inactive = no such curve, though single readings can be large or run the other way; the % refers to the polarisation;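 also: polarization taken with two DNA probes labelled with fluorescein and Texas red; potency is read from the fitted curve at half-maximal effect; % of control where 0% means no effect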
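His-tagged ERG Ets domain (1 uM in the protein solution; 300mM KCl, 50mM Tris-HCl, 1mM EDTA, 1mM DTT, pH 7.5) received compound, then a probe mix of 5 nM fluorescein-DNA and 100nM Texas-615-DNA. Fluorescence polarization was read for both dyes.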
LDHA inh = qHTS assay for inhibitors of human lactate dehydrogenase | L-lactate dehydrogenase A chain (Homo sapiens), P00338 | purified LDHA, NADH/diaphorase-resazurin fluorescence; stronger effect = lower value | hit rate 0.15% among 480,000 | activity change, % (values are at about 110 or 230 µM); in the data active = activity change below about -30%; inconclusive = mostly about -25% to -30%;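 also: plate controls were DMSO wells for no effect and wells without enzyme for full effect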
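Human LDH5 at 2 nM final in Tris HCl pH 7.4 with 0.06 mM NADH and 0.2 mM pyruvate, reacted 5 minutes at room temperature. Remaining NADH coupled via diaphorase/resazurin; resorufin fluorescence read at 0 and 20 minutes, normalized to enzyme-free and DMSO wells.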
Vif-A3F inh = qHTS for Inhibitors of Vif-A3F Interactions: qHTS; Potency, µM (highest dose often 46.1 µM), inactives show at the highest dose activity, negative = active; hit rate 0.2% among 390,000; HeLa A3F-eYFP + Vif (tagged APOBEC3F with the HIV-1 protein that degrades it), YFP fluorescence increase; also: potency is read from the fitted curve at half-maximal effect; % of control where 0% means no effect; nearly all actives have a fitted effect of over 65% in size
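HeLa cells stably expressing A3F-eYFP plus Vif, plated and incubated overnight at 37 deg C, then exposed to compounds overnight at 37 deg C. Blocked degradation read as raised yellow fluorescence (Ex 488/Em 500-530).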
12-LOX inh = Primary qHTS assay for inhibitors of human arachidonate 12S-lipoxygenase (ALOX12): Round 2 | Polyunsaturated fatty acid lipoxygenase ALOX12 (Homo sapiens), P18054 | purified 12hLO, xylenol orange hydroperoxide absorbance | Potency, µM (series often up to 108 µM), for the others: top-dose activity change, negative = inhibition, actives largely listed as inhibitors | hit rate 1.1% among 580,000; also: potency is read from the fitted curve at half-maximal effect; % is scaled to controls: 0 for no effect and ±100 for the full control effect
Target sequence (P18054 whole entry, looked up): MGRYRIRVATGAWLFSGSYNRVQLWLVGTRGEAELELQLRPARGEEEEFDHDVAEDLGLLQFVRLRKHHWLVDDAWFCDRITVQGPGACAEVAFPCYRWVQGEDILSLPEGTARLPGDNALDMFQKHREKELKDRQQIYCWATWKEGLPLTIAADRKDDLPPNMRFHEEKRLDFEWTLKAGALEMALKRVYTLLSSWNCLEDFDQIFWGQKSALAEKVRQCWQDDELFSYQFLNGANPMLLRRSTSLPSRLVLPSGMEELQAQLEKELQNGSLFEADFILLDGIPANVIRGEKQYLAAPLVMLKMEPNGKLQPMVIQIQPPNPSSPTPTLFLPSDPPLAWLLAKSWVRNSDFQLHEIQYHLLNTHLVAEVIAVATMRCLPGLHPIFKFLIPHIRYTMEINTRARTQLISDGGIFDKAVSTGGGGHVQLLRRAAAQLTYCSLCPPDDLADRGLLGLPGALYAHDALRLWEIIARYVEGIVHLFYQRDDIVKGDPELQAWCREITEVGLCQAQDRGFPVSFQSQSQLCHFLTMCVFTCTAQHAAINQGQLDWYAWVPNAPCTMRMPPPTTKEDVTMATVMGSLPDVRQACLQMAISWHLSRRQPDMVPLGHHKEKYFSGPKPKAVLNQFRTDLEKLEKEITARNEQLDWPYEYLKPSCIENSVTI
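Hydroperoxide product was detected by ferrous iron/xylenol orange as the 573 to 405 nm absorbance ratio. Arachidonic acid at 40 uM (final) was turned over for 30 min at room temperature by 150 nM human 12hLO, pH 7.0 Hepes buffer, after 15 min compound preincubation.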
Glioma ERSR ind = qHTS for Inducers of the Endoplasmic Reticulum Stress Response (ERSR) in Human Glioma: qHTS. U87-MG GRP78 promoter luciferase reporter, 16 h. Potency, µM, without a hit: at the top dose activation, most hits filed as activators. hit rate 0.02% among 420,000. AID 602332, 2012; also: potency is read from the fitted curve at half-maximal effect; series mostly up to about 76 µM; % of control where 0% means no effect; nearly all actives have a fitted effect of over 35% in size
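Stably transfected U87-MG glioma cells carrying a GRP78-based luciferase sensor; 16 h compound incubation. Luminescence end-point read 10 min after Bright-Glo addition at room temperature.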
Vif-A3G inh = qHTS for Inhibitors of Vif-A3G Interactions: qHTS | HeLa A3G-eYFP + Vif (tagged APOBEC3G with the HIV-1 protein that degrades it), YFP fluorescence, overnight | hit rate 0.076% among 410,000 | DNA dC->dU-editing enzyme APOBEC-3G (Homo sapiens), Q9HC16 | Potency, µM (highest dose often 46.1 µM), without a hit: top-dose activity, negative = active, usual class: inhibitors;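 also: potency is read from the fitted curve at half-maximal effect; % is scaled to controls: 0 for no effect and ±100 for the full control effect; nearly all actives have a fitted effect of over 60% in size; hits raise eYFP signal because A3G escapes Vif-driven loss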
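HeLa cells stably expressing Vif and C-terminally eYFP-tagged A3G, seeded overnight at 37 deg C, then exposed to compound by pintool overnight at 37 deg C. Rise in yellow fluorescence (Ex 488/Em 500-530, Acumen) marks blocked Vif-driven A3G degradation.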
The depositor's hits bear a star; u = inconclusive; x = no result given; & = joins results of further samples; [ ] = dose if it differs, or a comment. Unless noted, calls follow the shape of the dose curve; as a rule, active = well fitted curve in the direction sought with a large enough effect; inconclusive = small, poorly fitted or top-dose-only effect, or another doubt; inactive = no such curve, though single readings can be large; an effect the other way counts as inactive or inconclusive.

SMILES | D2 antagonist | RGS4 inhibitor | D2 agonist | ERG Ets-DNA blk | LDHA inh | Vif-A3F inh | 12-LOX inh | Glioma ERSR ind | Vif-A3G inh
O=C(c1ccccn1)N1CCN(S(=O)(=O)c2cccc(Br)c2)CC1 | 3.1 | 29.3% | 1.1 | -14.3% | -2.4 | 3.8% | u | -2.2% | 0.0%
O=C(CC12CC3CC(CC(C3)C1)C2)N1CCN(S(=O)(=O)c2cccs2)CC1 | -8.6 | -32.8% | 0.0 | 20.1% | 0.4 | 10.5% | -1.8% | -3.3% | -0.7%
CC(C)NC(=O)N1CCN(S(=O)(=O)c2ccc3c(ccn3C)c2)CC1 | x | 4.4% | 1.3 | 6.9% | -8.4 | 3.4% | -11.5% | -3.4% | 0.9%
C#CC(CC)(CC)NC(=O)c1nn(-c2ccccc2Cl)c(C)cc1=O | -5.1 | 0.7% | 0.0 | 8.1% | -7.2 | -12.2% | -17.9% | 0.7% | -0.3%
NCCNc1ccc(C(=O)N2c3ccccc3Sc3ccccc32)cc1[N+](=O)[O-] | -4.3 | 6.8% | -0.2 | -1.0% | -4.3 | 11.1% | -21.6% | -11.0% | -24.6%
CCOC(=O)c1ccccc1NC(=O)COC(=O)CN1C(=O)NC2(CCCC2)C1=O | 3.6 | 4.0% | -0.6 | 0.6% | -4.5 | 10.5% | 57.0%[activator] | -1.7% | -11.6%
CCN(CC)c1cc(C)c2cc(NC(=O)c3ccc(OC)c(OC)c3)ccc2n1 | x | 10.2% | -0.1 | 2.3% | 4.6 | -10.5% | -1.0% | 2.0% | -3.3%
CC(=O)Nc1cc(-c2cccc(CO)c2)cn2c(-c3cccc(C(F)(F)F)c3)cnc12 | x | x | x | x | -4.7 | x | -29.7% | -4.4% | -4.3%
Cn1cccc1/C=C1/SC(=S)N(CC(=O)O)C1=O | x | -12.8% | x | 7.1% | -3.5 | -13.0% | 56.6% | -0.8% | 0.0%
COc1ccc(S[C@@H](CCN2CC[C@H](C)CCC2=O)c2ccccc2)cc1 | 1.4 | -9.7% | 0.4 | 1.6% | 3.2 | 0.0% | -10.6% | -0.9%&1.7% | 6.8%&0.2%
C=CC(=O)Nc1cccc(Oc2cc(Cl)nc3[nH]ccc23)c1 | x | 0.3% | x | -6.8% | -2.2 | -0.9% | -24.0% | -4.7% | u
CCN(Cc1nc(-c2ccc(Cl)cc2)no1)CC1CCCO1 (configuration not stated) | 6.7 | -4.2% | 0.4 | -13.0% | -6.8 | 7.6% | -16.3% | -2.4% | 3.6%
CCC(C)NC(=O)Cn1c(=O)n(Cc2ccc(C(=O)NCc3ccc(C)cc3)cc2)c(=O)c2ccccc21 (configuration not stated) | x | -42.4% | 0.5 | -4.2% | -14.9 | -8.4% | -24.9% | -2.3% | -16.9%
Cc1ccc(S(=O)(=O)/N=C(/Nc2ccc(F)cc2F)c2ccccc2)cc1 | 16.4 | 20.3% | -0.1 | -8.3% | -16.2 | 0.1% | u | -7.0% | 2.6%
CCN(CC)C(=O)c1sc2c(c1C)c(=O)n(CCc1ccccc1)c(=O)n2Cc1ccc(C)cc1 | x | 0.7% | 0.6 | 1.4% | 2.1 | 4.6% | -25.9% | -0.5% | -1.3%
CN(Cc1ccccc1)C(=O)COC(=O)C1=NNC(=O)CC1 | -8.8 | -9.9% | 0.6 | -7.5% | -3.5 | 4.0% | -21.1% | -3.9% | -0.2%
COc1cc2c(cc1OC)C(C)N(C(=O)c1cc3c(s1)-c1ccccc1OC3)CC2 (configuration not stated) | -25.1 | -3.6% | 0.3 | -4.8% | -2.1 | 1.5% | 465.1%[activator] | -7.1% | -0.9%
CCCCN(C)C(=O)c1nc2ccccn2c1CN1CCC[C@H]1CO | x | -9.3% | x | -2.8% | 2.2 | -13.9% | -1.3% | -2.7% | 0.6%
Cc1cc(C)c2c(N)c(C(=O)c3ccccc3)sc2n1 | -27.6 | 8.1% | -1.3 | 8.5% | 0.5 | u | 0.0% | -3.8% | 3.4%
Cc1nn(-c2ccccc2)c(C)c1C(=O)Nc1ccc(N2CCOCC2)cc1 | -6.8 | -4.9% | 0.3 | 2.4% | 1.0 | -4.3% | -8.9% | -0.1% | -1.7%
Cc1sc(=NC(=O)c2ccco2)n(C)c1-c1ccccc1 | x | -1.8% | x | x | -1.3 | 0.4% | -2.4% | -5.6% | -0.3%
COc1ccc(CNS(=O)(=O)c2ccc(N3CCCCS3(=O)=O)cc2)cc1 | x | 23.3% | -0.3 | -6.3% | -3.7 | -6.2% | u | -3.2% | 6.7%
Cc1cc(C)nc(N/N=C/c2ccccc2OCc2ccc(Br)cc2)n1 | 2.9 | 9.2% | -0.7 | 7.7% | -10.6 | -2.7% | -11.3% | 1.0% | 1.4%
O=C(COc1ccccc1)NNC(=O)c1cccs1 | 9.8 | 19.0% | 0.4 | 1.7% | -10.1 | -3.7% | 0.2% | -1.7% | 1.2%
CN1CCN(c2ccc(NC(=O)c3ccc(-c4cccc([N+](=O)[O-])c4)o3)cc2)CC1 | -15.6 | -6.8% | -0.6 | 6.7% | 2.0 | -2.6% | -17.1% | -3.0% | 4.4%
NC(=O)c1sc2nc3c(c(-c4cccs4)c2c1N)CCCCC3 | 11.3 | u | 1.5 | -11.6% | -3.2 | -1.3% | -20.8% | -10.2% | 5.5%
CC(=O)Nc1ccc(S(=O)(=O)N(C)CC(=O)NC2CCCCCCC2)cc1 | x | 14.8% | x | 10.0% | -8.1 | 0.3% | -2.3% | -1.7% | -2.3%
CCc1cccc(C)c1NC(=O)Cn1c(=O)n(-c2ccc(C)cc2)c(=O)c2c1cnn2C | x | -5.4% | 0.2 | 1.0% | 1.0 | -1.5% | -17.2% | -2.5% | -2.8%
CC1C(=O)N2CCCc3cc(S(=O)(=O)N4CCN(c5ccccc5F)CC4)cc1c32 (configuration not stated) | -24.3 | -3.5% | -0.1 | -2.3% | -0.9 | 2.9% | -13.8% | -6.9% | -2.5%
CCc1ccc(Nc2nnc(SC3CCOC3=O)s2)cc1 (configuration not stated) | 6.0 | -10.7% | -1.0 | -3.7% | -5.0 | 3.2% | -26.9% | 2.1% | -7.1%
O=C(Nc1cccc2c1CCCC2)c1cc(C2CCCCN2C(=O)OCCF)on1 (configuration not stated) | x | x | x | x | -7.2 | x | 21.7% | -1.6% | -0.6%
CCN(C(=O)COc1ncnc2scc(-c3ccc(F)cc3)c12)C1CCS(=O)(=O)C1 (configuration not stated) | 10.7 | -22.4%[11.4 µM] | -0.9 | -0.8% | 1.4 | 1.9% | -23.9% | -2.9% | -5.4%
CCc1nc2sc3ccccc3c(=O)c2c(=O)n1CCOC | 7.3 | -1.3% | 0.0 | -0.6% | -1.0 | 1.9% | -6.5% | -2.6% | -0.6%
CNc1ccc(/C=C/C(=O)c2cccc3ccccc23)cc1[N+](=O)[O-] | 5.8 | -20.5% | -0.9 | 0.9% | -0.4 | 16.9% | -24.1% | -3.5% | 0.5%
Cc1cccc(C(=O)NC2CCN(C(=O)Nc3ccc(F)cc3)CC2)c1 | x | -12.7% | x | 6.6% | 1.1 | 5.4% | 6.2% | -3.9% | -6.5%
COC(=O)c1sc2ncn(-n3c(C)ccc3C)c(=O)c2c1C | x | -22.0% | x | -2.5% | -0.7 | 4.5% | -23.3% | -0.5% | -6.0%
COc1cnc(-c2ccccc2)[nH]c1=O | 1.6 | 15.9% | 0.0 | 12.4% | -7.5 | 1.6% | -0.5% | -1.4% | -0.3%
CCCCC(OC(=O)c1cc2occc2n1C)C(=O)NCC1CCCO1 (configuration not stated) | -10.7 | -8.1% | -0.5 | x | -5.5 | -3.2% | -11.3%[57.4 µM] | -4.3% | 0.0%
CC(C)(OC(=O)NC(=O)C(F)(F)F)C(C)(C)OC(=O)NC(=O)C(F)(F)F | -4.7 | 23.5% | -0.7 | -5.0% | -11.8 | -4.1% | -9.4% | -4.2% | 1.7%
CCC(CC)c1nnc(NC(=O)c2cc(-c3ccccc3)nc3ccccc23)s1 | x | -6.9% | x | x | -13.2 | -2.7% | 0.7% | -2.7% | 0.5%
COc1ccc(N2C(=S)NC3N2C(=S)NC3(C)c2ccccc2)cc1 (configuration not stated) | 2.0 | -15.4% | 0.7 | -4.7% | 4.6 | 0.7% | u | 8.4% | -0.3%
O=C1C2C3C=CC(C4CC34)C2C(=O)N1/N=C/c1ccc(-c2ccc([N+](=O)[O-])cc2)o1 (configuration not stated) | x | -5.5% | x | -3.2% | -4.9 | u | -23.5% | 1.1% | 1.6%
CCOc1ccccc1NC(=O)c1c(NC(=O)COc2ccccc2)sc2c1CCCCC2 | x | 3.7% | 0.5 | 1.9% | -1.6 | -0.4% | 0.0% | -2.9% | u

From PubChem

These rows are one share of the data, so the mix of outcomes need not match the whole.
